sdo1 growth – sdo1-depleted yeast growth rescue; S. cerevisiae sdo1-depleted JHY4D growth rescue, OD600 30 h; hits give high values; pdr5 snq2 efflux-pump mutant strain; z-score at 10 µM; 0.21% of 140,000 active; AID 817;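 active = z-score above 3 at both the 24 hr and the 30 hr optical density reads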;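 also: z-score against mean and SD of all compound wells on the same plate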
Insulin prom inh – TRM-6 insulin promoter activity inhibition | inhibition, % at 2 µM | 0.9% of 130,000 active | TRM-6 cells (human fetal islet line), insulin promoter-eGFP reporter, imaging; reporter expression induced with tamoxifen;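 active = inhibition above the mean plus 3 SD, with well images judged a real hit on visual review, cut at about 60% in these data, passing the limit was not always enough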
sdo1 growth Rescue 24 h – also measured in sdo1 growth; calls as there; z-score; S. cerevisiae sdo1-depleted JHY4D growth rescue, OD600; measured here: growth rescue at 24 h;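 0 is the plate mean of compound wells and units are plate SD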
Active calls of the source: *; . = no result given. Some of the compounds tested. The share of hits here may be higher or lower than overall.

sdo1 growth	Structure	sdo1 growth Rescue 24 h	Insulin prom inh
-1.7	OC(c1ccccc1)(c1ccc(F)cc1)C(c1ccccc1)N1CCOCC1 (configuration not stated)	-0.32	3
-0.82	O=C1N(Cc2ccc(F)cc2Cl)c2ccccc2C12OCCCO2	-1	-58
-0.55	COc1ccc2cc(CN(C(=O)Nc3ccccc3)C3CCCC3)c(=O)[nH]c2c1	-0.6	.
-1.5	Cc1c(/C=N\NC(=O)C2COc3ccc(C(C)(C)C)cc3O2)c2ccccc2n1C (configuration not stated)	-0.94	0
-0.99	CCCCCC1CC(CC(=O)Nc2ccc([N+](=O)[O-])cc2)C(=O)O1 (configuration not stated)	-1.3	0
-1.9	Cc1cccc(NC(=O)Cn2c(/C=C/c3ccccc3)nc3ccccc32)c1	-1.7	.
0.73	NC(=O)NC(CC(=O)OCC(=O)NC(=O)NCc1ccco1)c1ccc(Cl)cc1 (configuration not stated)	0.7	.
0.51	CC12CCC(C(=O)N(c3ccccc3Cl)C1=O)C2(C)C (configuration not stated)	0.39	-89
1.5	COc1ccc(NCC(=O)N/N=C2\CCCC(C)C2)cc1 (configuration not stated)	0.03	20
0.74	COCC(C)NCC(=O)NC(C)CCc1ccccc1 (configuration not stated)	0.37	32
-1	O=S(=O)(Nc1ccc(-c2cn3ccsc3n2)cc1)c1ccc2c(c1)OCCO2	-1.1	21
-0.61	O=C(NCc1cccc(Cl)c1)c1cccnc1	-0.72	3
0.63	O=C(Nn1c(C2CCCCC2)nc2ccccc2c1=O)c1ccc([N+](=O)[O-])cc1Cl	0.47	37
.	O=C(CCOc1ccccc1)Nc1ccc([N+](=O)[O-])cc1	.	-55
-0.03	O=C1NCC2=C1C(c1ccccc1)Nc1ccccc1N2 (configuration not stated)	-0.65	-18
-1.3	O=C(Nc1ncc(Cc2ccccc2Cl)s1)c1ccc([N+](=O)[O-])cc1	-0.6	-19
-0.87	COCCn1nnnc1C(c1ccc(OC)cc1)N1CCC(C)CC1 (configuration not stated)	-0.18	.
-1.3	CCn1c(SCc2ccccc2)nnc1C1CCN(S(=O)(=O)c2ccc(OC)cc2)CC1	-1.3	-46
0.79	COc1ccc(N(CC(=O)N2CCN(Cc3ccc4c(c3)OCO4)CC2)S(C)(=O)=O)cc1OC	0.76	-45
-1.3	CC(C)Oc1ccc(C(CC(=O)N(C)CCC#N)c2ccc(F)cc2)cc1 (configuration not stated)	-1.9	10
.	O=C(Nc1ccc(C(=O)O)cc1)/C(=C\c1ccc([N+](=O)[O-])cc1)NC(=O)c1ccc(Br)cc1	.	47
1.7	CCOC(=O)c1cnc2nc(C)[nH]n2c1=O	1.7	12
-0.32	CCN(CCCNC(=O)Cn1cc2c(n1)CCCC2)c1cccc(C)c1	-0.11	.
1.2	O=C(O)C1=C(C(=O)N2CCN(C(=O)c3ccco3)CC2)CCCC1	0.36	-6
-0.39	O=c1c2ccccc2n2c(-c3cccc(F)c3)nnc2n1Cc1ccccc1	-0.71	.

(cont.)
sdo1 growth	Structure	sdo1 growth Rescue 24 h	Insulin prom inh
-0.29	COc1ccc(NC(=O)c2ccco2)cc1NC(=O)c1cc2ccccc2o1	-0.33	15
-1.1	CCOc1ccccc1C1NC(=O)NC(C)=C1C(=O)OC1CCCC1C (configuration not stated)	-0.85	-5
1.3	Cc1ccc(-n2ncc3c(=O)n(CC#N)cnc32)cc1C	1.8	-28
0.56	COC(=O)c1ccccc1NC(=O)Cn1c(=O)oc2ccc(Cl)cc21	0.5	-10
-1.6	Cc1sc(NC(=O)CSc2nnc(COc3ccc(Cl)cc3)n2C)c(C#N)c1C	0.4	27
0	CCOC(=O)c1nnn(-c2nonc2N)c1CN1CCCCCC1	-0.25	.
.	CCCC(=O)Nc1cccc(-c2cn3cccnc3n2)c1	.	-46
-2.3	CCOc1cc(-c2cc(-c3ccc(C)o3)nc(N)c2C#N)ccc1O	-1.6	-29
-0.98	CNC(=S)Nc1cccc2[nH]ncc12	-0.91	34
0.11	COc1ccc(N2CC(C(=O)NC3CC(C)(C)NC(C)(C)C3)CC2=O)cc1 (configuration not stated)	1.2	.
-0.72	COC(=O)c1sc(Nc2ccccc2)nc1C	-0.56	.
-0.28	COC(=O)c1ccc(-n2cc(-c3ccc(OC)cc3)[nH]c2=S)cc1	1.5	-14
0.01	CC(=O)c1ccc(NC2CC(O)C(O)CO2)cc1 (configuration not stated)	0.15	27
0.75	CC(C)Cc1nnc(NC(=O)Cc2ccccc2[N+](=O)[O-])s1	0.03	39
.	Cc1ccc(NC(=O)CCCSc2ccccc2)cc1S(=O)(=O)N1CCOCC1	.	-95
0.74	CN1CCCC(C(=O)C(C#N)c2ccccc2)C1 (configuration not stated)	0.08	.
1.4	Cc1ccc2[nH]c(=O)c(CN(CCO)Cc3nnnn3CCc3ccccc3)cc2c1	1.5	-21
.	Cc1cc(OCC(=O)N(C(C)C)C(C)C)ccc1Cl	.	-47
-1.9	CC(Oc1ccc(Cl)cc1Cl)c1nc(-c2ccc(NC(=O)c3cccnc3)cc2)no1 (configuration not stated)	-0.32	-363
-0.3	O=C(NCc1cccnc1)C(C(=O)c1ccc(F)cc1)n1ccccc1=O (configuration not stated)	-1.5	7
-1	CNS(=O)(=O)c1cccc(C(=O)OCC(=O)c2cc(C)n(-c3ccc4c(c3)OCO4)c2C)c1	-0.43	37
0.5	Cn1nnc2cc(C(=O)N3CCN(c4ccccc4)CC3)ccc21	-0.52	-105
0.92	CCOc1cc2[nH]c(=S)n(CC3CCCO3)c(=O)c2cc1OCC (configuration not stated)	0.75	60
1.2	Cn1c(Cn2c(=O)sc3ccccc32)nnc1SCC(=O)NC1CCCCC1	1.4	.
1.2	c1ccc(CNC2=NCCC2)nc1	1.1	-52

Of the compounds above, 15 have a halogen:
sdo1 growth	Structure	sdo1 growth Rescue 24 h	Insulin prom inh
-1.7	OC(c1ccccc1)(c1ccc(F)cc1)C(c1ccccc1)N1CCOCC1 (configuration not stated)	-0.32	3
-0.82	O=C1N(Cc2ccc(F)cc2Cl)c2ccccc2C12OCCCO2	-1	-58
0.73	NC(=O)NC(CC(=O)OCC(=O)NC(=O)NCc1ccco1)c1ccc(Cl)cc1 (configuration not stated)	0.7	.
0.51	CC12CCC(C(=O)N(c3ccccc3Cl)C1=O)C2(C)C (configuration not stated)	0.39	-89
-0.61	O=C(NCc1cccc(Cl)c1)c1cccnc1	-0.72	3
0.63	O=C(Nn1c(C2CCCCC2)nc2ccccc2c1=O)c1ccc([N+](=O)[O-])cc1Cl	0.47	37
-1.3	O=C(Nc1ncc(Cc2ccccc2Cl)s1)c1ccc([N+](=O)[O-])cc1	-0.6	-19
-1.3	CC(C)Oc1ccc(C(CC(=O)N(C)CCC#N)c2ccc(F)cc2)cc1 (configuration not stated)	-1.9	10
.	O=C(Nc1ccc(C(=O)O)cc1)/C(=C\c1ccc([N+](=O)[O-])cc1)NC(=O)c1ccc(Br)cc1	.	47
-0.39	O=c1c2ccccc2n2c(-c3cccc(F)c3)nnc2n1Cc1ccccc1	-0.71	.
0.56	COC(=O)c1ccccc1NC(=O)Cn1c(=O)oc2ccc(Cl)cc21	0.5	-10
-1.6	Cc1sc(NC(=O)CSc2nnc(COc3ccc(Cl)cc3)n2C)c(C#N)c1C	0.4	27
.	Cc1cc(OCC(=O)N(C(C)C)C(C)C)ccc1Cl	.	-47
-1.9	CC(Oc1ccc(Cl)cc1Cl)c1nc(-c2ccc(NC(=O)c3cccnc3)cc2)no1 (configuration not stated)	-0.32	-363
-0.3	O=C(NCc1cccnc1)C(C(=O)c1ccc(F)cc1)n1ccccc1=O (configuration not stated)	-1.5	7

Continued:
sdo1 growth	Structure	sdo1 growth Rescue 24 h	Insulin prom inh
-0.15	O=[N+]([O-])c1cc(Cl)ccc1N1CCN(c2cccc(C(F)(F)F)c2)CC1	-0.06	.
-1.1	CN(c1ccccc1)c1nc(N2CCCC2)nc(-n2ccnc2)n1	-1.1	0
.	CCCNC(=O)c1cccc(NC(=O)C(C)C)c1	.	-15
1.9	CCOC(=O)CC1=CC(=O)Nc2ccccc2N1	1.1	-12
0.1	CC(C)COC(=O)n1ccc(C(=O)N2CCCCC2)n1	-0.26	.
2.1	CCc1nnc(NC(=O)CSc2nnc(-c3ccncc3)n2C)s1	2.6	14
-0.01	COc1ccc2oc(C(=O)C3CC3)c(N)c2c1	-0.06	26
0.78	CCCC1Nc2ccc(C(=O)O)cc2C2C=CCC12 (configuration not stated)	0.17	-100
0.25	COc1cccc(OC(=O)CSc2nnc(-c3ccccc3Br)o2)c1	-0.56	.
0.57	COc1ccc(C(C(=O)NC2CCCCC2)N(C(=O)c2sc(C)nc2C)c2ccc(OC)cc2)cc1 (configuration not stated)	1	.
0.81	O=C(CS(=O)(=O)Cc1ccccc1)Nc1ccc(S(=O)(=O)N2CCCCCC2)cc1	0.08	31
-0.48	COc1ccc(OC)c(C(c2nnnn2CCC(C)C)N2CCN(C(=O)c3ccco3)CC2)c1 (configuration not stated)	-0.1	.
1.3	CCS(=O)(=O)N1CCC(NC(C)=O)(c2ccccc2)CC1	1.5	.
0.55	COc1ccc(-c2cc(C(=O)N3CCN(C(c4ccccc4)c4ccccc4)CC3)no2)cc1OC	0.37	.
1.2	CC(=O)Nc1ccc(S(=O)(=O)NCc2cccnc2)cc1	1.6	-53
0.1	CCCCCCCOC1(c2ccccc2)OC(=O)c2ccccc21 (configuration not stated)	0.73	.
.	O=C(O)CC(c1cccc2ccccc12)N1Cc2ccccc2C1=O (configuration not stated)	.	-21
0.29	CC(=O)c1ccc(OC(C)C)c(CN2CCCCC2)c1	-0.44	.
.	COc1ccc(NC(=O)c2ccc3c(c2)NC(=O)CO3)cc1OC	.	0
-0.61	Cc1cc(C(=O)CSc2nc(N)cc(=O)[nH]2)c(C)n1CCc1ccc(Cl)cc1	-0.25	-20
0.09	Cc1ccc(CNC(=O)CSc2nnnn2C)cc1	-0.38	-117
-0.18	CN(C)c1ccc(C(=O)OCC(=O)Nc2ccc(S(N)(=O)=O)cc2)cc1	-0.82	.
-0.79	Cc1ccc(CNC(=O)c2ccc(C#CC(C)(C)O)s2)cc1	-1.1	-20
-0.14	COc1cc(C)nc(N2CCC(C(N)=O)CC2)n1	-0.97	3
-2.2	COc1ccc(N2CCN(C(c3nnnn3CCc3ccccc3)C(C)C)CC2)cc1 (configuration not stated)	-1.2	.

Gathered by group, the entries above with bromine (2)
sdo1 growth	Structure	sdo1 growth Rescue 24 h	Insulin prom inh
.	O=C(Nc1ccc(C(=O)O)cc1)/C(=C\c1ccc([N+](=O)[O-])cc1)NC(=O)c1ccc(Br)cc1	.	47
0.25	COc1cccc(OC(=O)CSc2nnc(-c3ccccc3Br)o2)c1	-0.56	.

Additional entries.
sdo1 growth	Structure	sdo1 growth Rescue 24 h	Insulin prom inh
.	Cc1cccn2c(=O)c3cc(C(=O)NCC4CCCO4)n(C)c3nc12 (configuration not stated)	.	-38
-0.33	O=C(Cn1cc2c(n1)CCCCC2)NC1CCCCCC1	-0.9	.
-0.45	O=C(COC(=O)CCC1CCCC1)Nc1ccc(Cl)cn1	-0.27	0
1.1	CCOC(=O)N1CCC(NC(=O)C(NC(=O)C2CCC(C)CC2)C(C)CC)CC1 (configuration not stated)	0.76	17
0.01	CCc1c(C)nc2ncnn2c1NCCc1ccc(OC)c(OC)c1	-0.65	-31
0.34	C/C=C(\C)CN1CCN(c2ccccc2)CC1	0.25	-39
-1.4	O=C1CS/C(=N/N=C/c2ccccc2OS(=O)(=O)c2ccccc2)N1	-1.8	31
0.96	COc1cc(C2N(c3ccc(F)cc3)C(=O)C3CCCN32)cc(OC)c1OC (configuration not stated)	1.5	.
0.28	CC(C)CC(=O)Nc1sc2c(c1C#N)CC(C)(C)NC2(C)C	0.31	-8
0.14	O=C(CN1C(=O)C2CC=CCC2C1=O)Nc1nnc(SCc2ccc(Cl)cc2)s1 (configuration not stated)	-0.01	-3
0.48	C=CCn1sc(N)c(C(=O)OCC)c1=S	0.49	-33
.	COCC(=O)Nc1ccc(Br)cc1C	.	24
0.09	Cc1ccc(Nc2nnc(SCC(=O)Nc3cccc(S(=O)(=O)NC4=NCCCCC4)c3)s2)c(C)c1	0.02	-79
-0.98	CCOC(=O)c1ccc(Oc2nc(N(C)C)nc(N(C)C)n2)cc1	-0.47	0
0.37	CCN(CC)c1ccc(C2CC(=O)Nc3cc(OC)c(OC)cc32)cc1 (configuration not stated)	0.33	-48
0.48	CCc1ccccc1NC(=O)c1cccs1	0.2	.
.	CC(NC(=O)Cc1ccccc1)C(c1ccccc1)N1CCOCC1 (configuration not stated)	.	-11
.	O=C(NCc1ccc(F)cc1)C(C(=O)NCc1ccc(F)cc1)c1ncc(C(F)(F)F)cc1Cl	.	0
-0.75	O=C(Cn1c(=O)oc2ccccc21)Nc1nc(-c2ccccc2)cs1	-0.2	25
.	COc1ccc(-n2cc(-c3ccc(OC)c(OC)c3)[nH]c2=S)cc1	.	0
-1.4	CC1=C(OC(=O)c2ccc(Br)cc2)C(C)(C)C(c2ccccc2)OC1=O (configuration not stated)	-1	-41
-1.2	CCCc1cc(C(=O)OC)c(NC(=O)c2cc(C)on2)s1	0.38	6
1.7	CCOC(=O)CC(=O)CSc1nc2ccccc2c(=O)n1-c1ccc(C(=O)N2CCOCC2)cc1	2.4	-19

Screening results (PubChem BioAssay)
